# D1 antagonist = antagonists of human D1 dopamine receptor; P21728; HEK293 TREx D1 cells, calcium flux, dopamine EC80; hits give low values; activity change, negative = inhibition, % at 10 µM; 3.2% of 360,000 active; in the data active = activity change below about -30%; also: % is scaled to controls: 0 for no effect and ±100 for the full control effect
# Target sequence (P21728 whole entry, looked up): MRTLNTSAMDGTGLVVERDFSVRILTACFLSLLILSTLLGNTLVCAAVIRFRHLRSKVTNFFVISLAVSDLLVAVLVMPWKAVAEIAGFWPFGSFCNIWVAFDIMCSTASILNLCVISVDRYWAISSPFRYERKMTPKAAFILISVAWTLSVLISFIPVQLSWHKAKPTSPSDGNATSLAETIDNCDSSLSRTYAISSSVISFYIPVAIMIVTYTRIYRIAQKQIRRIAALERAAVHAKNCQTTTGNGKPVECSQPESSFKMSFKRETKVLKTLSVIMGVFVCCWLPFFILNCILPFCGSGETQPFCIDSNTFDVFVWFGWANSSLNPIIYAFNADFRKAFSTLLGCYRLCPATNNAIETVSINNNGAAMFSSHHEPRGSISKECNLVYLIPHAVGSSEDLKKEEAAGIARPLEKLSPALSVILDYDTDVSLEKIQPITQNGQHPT
#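 Using tetracycline-induced force-coupled D1 Hek293 cells and a calcium dye, signals were followed for 180 s after compound, then for 180 s after EC80 dopamine, to detect inhibitors.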
# D2 antag = antagonizes the human D2 dopamine receptor. P14416. HEK293 TREx D2 cells, calcium flux, dopamine EC80. inhibition, % at 10 µM. 2% of 340,000 active. AID 485344; in the data active = inhibition above about 30%; also: 0% is about no effect
# Target sequence (P14416 whole entry, looked up): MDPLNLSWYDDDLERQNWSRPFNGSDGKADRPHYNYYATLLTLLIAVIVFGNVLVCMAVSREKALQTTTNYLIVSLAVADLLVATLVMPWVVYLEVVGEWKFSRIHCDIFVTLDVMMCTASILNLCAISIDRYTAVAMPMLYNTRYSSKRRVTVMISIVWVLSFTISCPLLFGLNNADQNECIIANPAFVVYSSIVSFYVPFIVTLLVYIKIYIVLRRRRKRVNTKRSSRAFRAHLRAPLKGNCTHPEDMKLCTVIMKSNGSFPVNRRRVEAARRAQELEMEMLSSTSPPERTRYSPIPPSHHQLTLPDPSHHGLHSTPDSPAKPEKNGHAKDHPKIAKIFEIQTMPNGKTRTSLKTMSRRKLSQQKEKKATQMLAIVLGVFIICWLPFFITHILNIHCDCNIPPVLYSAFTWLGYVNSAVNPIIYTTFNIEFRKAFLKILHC
#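 Dopamine at EC80 is the agonist stimulus; test compounds precede it by 180 s. Calcium flux read kinetically in a force-coupled, inducible HEK293 T-REx D2 cell line.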
# D1 ag = activates the human D1 dopamine receptor; HEK293 T-REx D1 cells, calcium flux, agonist mode; 1% of 360,000 active; activation, % at 2 µM; AID 504660; P21728; also: 0% is about no effect
#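 Tetracycline-induced HEK293 TREx D1 cells, force-coupled to calcium signalling, were dye-loaded with a no-wash calcium kit. Compound was pin-added after a 10 s baseline. Fluorescence was read kinetically at 1 cycle/s for 180 s, with calcium rises flagged as agonism.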
# TRHR enhancer = allosterically enhances the human TRH receptor. AID 493056. TRHR cells, fluo-8 calcium fluorescence, EC20 TRH enhancement. 0.66% of 360,000 active. P34981. enhancement, % at 2 µM; in the data active = enhancement above about 30%; also: 0% is about no effect
#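 TRHR-expressing cells loaded with fluo-8 calcium dye were read kinetically (ex 480/em 530) during compound addition, then stimulated with an EC20 of TRH (10 nM final). Enhancement of the Gq-mediated intracellular calcium response was scored.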
# D2 PAM = D2 dopamine receptor (human) potentiation | HEK293 T-REx D2, calcium flux, EC20 dopamine potentiation | 0.34% of 340,000 active | P14416 | potentiation, % at 10 µM;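 active = potentiation over 3 SD above the plate norm, cut at about 30% in these data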; also: 0% is about no effect
#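 Potentiation of an EC20 dopamine calcium response is measured in a force-coupled, tetracycline-inducible Hek293 Trex D2 line. Compound-only kinetic reads over 180 s flag agonists before dopamine addition.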
# RXFP1 antagonist = RXFP1 (human) relaxin receptor antagonism | Q9HBX9 | activity change, negative = inhibition, % at 57.5 µM | HEK293-RXFP1, relaxin-stimulated cAMP HTRF, 30 min; hits give low values | 0.59% of 350,000 active;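 active = activity change of -60% or lower, but not beyond a set lower limit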; also: % is scaled to controls: 0 for no effect and ±100 for the full control effect
# TRHR ag = TRH receptor (human) agonism; P34981; activation, % at 2 µM; 0.18% of 360,000 active; TRHR cells, calcium flux fluo-8, FDSS agonist mode; also: 0% is about no effect
#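 Steps: seed TRHR cells overnight; add fluo-8 no-wash Ca dye, RT 30 min–1.5 h; record 10 s baseline; pin-transfer compounds; monitor fluorescence 1 cycle/s for the agonist window. Calcium increases flag candidate agonists.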
# D2 ag = agonists of human D2 dopamine receptor | activation, % at 2 µM | AID 485358 | P14416 | 0.53% of 340,000 active | HEK293 T-REx D2 cells, calcium flux agonist mode;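 active = activation over 3 SD above normal in the single-dose calcium agonist read, cut at about 30% in these data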; also: 0% is about no effect
#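 In this primary screen, compounds producing a positive calcium signal within 180 s of addition to tetracycline-induced, force-coupled HEK293 Trex D2 cells are flagged; cells are dye-loaded with a no-wash calcium kit beforehand.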
# D1 PAM = potentiators of human D1 dopamine receptor; HEK293 TREx D1 cells, calcium flux, dopamine EC20 potentiation; 0.036% of 360,000 active; P21728; AID 504651; potentiation, % at 10 µM; in the data active = potentiation above about 30%; also: 0% is about no effect
# An asterisk follows results filed as active; . = no result given. Rule as the data show it, unless noted: active = activation above about 30%; inactive = the rest.
[1] CCc1nnc(NS(=O)(=O)c2ccc(NC(=O)OC)cc2)s1
[2] Cc1ccccc1N1C(=O)CC(N2CCN(C(=O)c3ccco3)CC2)C1=O (stereo not drawn)
[3] O=C(CSc1ccc2nnc(-c3ccc(Cl)cc3)n2n1)N1CCCC1
[4] CCOc1ccc(NS(=O)(=O)c2coc(C(N)=O)c2)cc1
[5] Cc1nc2scc(C)n2c(=O)c1S(=O)(=O)Nc1cccc(O)c1
[6] CCc1ccc(C(=O)c2cn(CC(=O)Nc3cc(OC)ccc3OC)c3ccc(C)cc3c2=O)cc1
[7] CSc1nnc(-c2cnccn2)n1Cc1ccccc1
[8] Cc1cc(NC(=O)CCC(=O)N(c2ccccc2)C(C(=O)NC2CCCC2)c2cccs2)no1 (stereo not drawn)
[9] Clc1cccc(Cl)c1CN1CCN(c2ncccn2)CC1
[10] Cc1ccccc1OCCCCn1c(CCNC(=O)C(C)(C)C)nc2ccccc21
assay / entry | 1 | 2 | 3 | 4 | 5 | 6 | 7 | 8 | 9 | 10
D1 antagonist | 10 | -8 | 9 | 25 | -48* | 14 | -3 | 8 | -5 | -14
D2 antag | 10 | 9 | -6 | 25 | . | . | -5 | 23 | 46* | .
D1 ag | 3 | 4 | 2 | 0 | 4 | 2 | 4 | 5 | 2 | 5
TRHR enhancer | -7 | -6 | 2 | -4 | -2 | 8 | -2 | -5 | 4 | -7
D2 PAM | -3 | -8 | -7 | -1 | 5 | -28 | 4 | 2 | -17 | -19
RXFP1 antagonist | -12 | 5 | . | -8 | -1 | . | -9 | 7 | 0 | -63*
TRHR ag | 0.4 | 0.7 | -0.6 | 0.2 | 0.1 | 0.5 | -0.3 | -1.9 | 0.1 | 0.1
D2 ag | -0.1 | 0.1 | -0.4 | 0.0 | . | -0.2 | 1.3 | 1.1 | 55* | -0.9
D1 PAM | -5 | -7 | 4 | -4 | -5 | 0 | -2 | 2 | -1 | 1

# A run of entries of the results above, for reference:
[5] Cc1nc2scc(C)n2c(=O)c1S(=O)(=O)Nc1cccc(O)c1
[6] CCc1ccc(C(=O)c2cn(CC(=O)Nc3cc(OC)ccc3OC)c3ccc(C)cc3c2=O)cc1
[7] CSc1nnc(-c2cnccn2)n1Cc1ccccc1
[8] Cc1cc(NC(=O)CCC(=O)N(c2ccccc2)C(C(=O)NC2CCCC2)c2cccs2)no1 (stereo not drawn)
[9] Clc1cccc(Cl)c1CN1CCN(c2ncccn2)CC1
[10] Cc1ccccc1OCCCCn1c(CCNC(=O)C(C)(C)C)nc2ccccc21
assay / entry | 5 | 6 | 7 | 8 | 9 | 10
D1 antagonist | -48* | 14 | -3 | 8 | -5 | -14
D2 antag | . | . | -5 | 23 | 46* | .
D1 ag | 4 | 2 | 4 | 5 | 2 | 5
TRHR enhancer | -2 | 8 | -2 | -5 | 4 | -7
D2 PAM | 5 | -28 | 4 | 2 | -17 | -19
RXFP1 antagonist | -1 | . | -9 | 7 | 0 | -63*
TRHR ag | 0.1 | 0.5 | -0.3 | -1.9 | 0.1 | 0.1
D2 ag | . | -0.2 | 1.3 | 1.1 | 55* | -0.9
D1 PAM | -5 | 0 | -2 | 2 | -1 | 1

# The results go on.
[11] Cc1ccc(C)c(S(=O)(=O)Nc2cc3c4c(c2)CCC(=O)N4CCC3)c1
[12] CN(C(=O)c1cc2ccccc2cc1O)C1CCCCC1
[13] COc1cc(/C=C/c2nc3ccc([N+](=O)[O-])cc3s2)ccc1OCC(=O)O
[14] COc1ccc(S(=O)(=O)NCCC(=O)OCC(=O)c2ccc[nH]2)cc1[N+](=O)[O-]
[15] CC(=O)N/C(=C\c1ccc2c(c1)OCO2)C(=O)NC(C(=O)O)c1ccccc1 (stereo not drawn)
[16] S=c1[nH]nc(-c2cc(-c3ccccc3)n[nH]2)n1/N=C/c1cccs1
[17] CCOC(=O)c1c(C)nc2ccccc2c1C
[18] CCOc1ccc(C2c3[nH]c4ccccc4c3CCN2C(=O)CSCc2ccc(F)cc2)cc1 (stereo not drawn)
[19] Cc1c(C(N)=O)sc2ncn(CC(=O)N(C)C3CCCCC3)c(=O)c12
[20] COc1ccc(-c2noc(COc3cc(C)ccc3C)n2)cc1OC
assay / entry | 11 | 12 | 13 | 14 | 15 | 16 | 17 | 18 | 19 | 20
D1 antagonist | -1 | 7 | -1 | -10 | 5 | 1 | 5 | -6 | 3 | 5
D2 antag | -14 | 13 | -3 | -22 | -7 | 1 | . | . | . | .
D1 ag | 6 | 1 | 3 | 1 | 6 | 0 | 1 | 2 | -1 | 47*
TRHR enhancer | 3 | 24 | -4 | 6 | 6 | 1 | 7 | -3 | 2 | -18
D2 PAM | 14 | -13 | 0 | -2 | 2 | 3 | . | 13 | . | -2
RXFP1 antagonist | -3 | 0 | . | 3 | 0 | -19 | -5 | -23 | -13 | -17
TRHR ag | -0.4 | -0.6 | 2.0 | 0.4 | -0.2 | -0.3 | -0.1 | 0.1 | 0.5 | 2.0
D2 ag | -0.1 | 0.3 | 0.8 | 1.5 | 0.7 | 0.5 | . | . | . | 0.5
D1 PAM | 3 | 3 | 3 | 5 | -9 | -5 | -1 | -4 | -3 | -2

[21] CC1=C(C(=O)OC2CCCCCC2)C(c2c(F)cccc2Cl)CC(=O)N1 (stereo not drawn)
[22] COc1ccc(C(C)(C)C)cc1NC(=O)c1cccc(S(=O)(=O)N2CCN(C(C)=O)CC2)c1
[23] O=C(NC1CC1)C1=C[C@H](c2ccccc2)C[C@H](OCc2ccc(CO)cc2)O1
[24] C/C(=N\NC(=O)CNC(=O)c1ccc(Br)cc1)c1ccco1
[25] O=C(Nc1nnc(-c2ccncc2)o1)c1ccccc1F
[26] O=C(Cn1cc(S(=O)(=O)N2CCCC2)c(S(=O)(=O)N2CCCC2)c1)Nc1ccc(F)cc1
[27] COC(=O)c1ccc(CN(c2ccccc2Cl)S(C)(=O)=O)cc1
[28] COc1ccc(Nc2oc(-c3ccccc3)nc2C#N)cc1
[29] CC(=O)Nc1ccc(Nc2nnc(-c3ccc(C)c(S(=O)(=O)NCC4CCCO4)c3)c3ccccc23)cc1 (stereo not drawn)
[30] Cc1ccc([N+](=O)[O-])c(OCCN2CCc3ccccc3C2)c1
assay / entry | 21 | 22 | 23 | 24 | 25 | 26 | 27 | 28 | 29 | 30
D1 antagonist | -6 | -6 | 4 | 5 | 4 | -2 | -13 | 10 | -8 | -52*
D2 antag | . | -7 | -3 | 13 | 2 | . | -5 | -5 | -10 | 88*
D1 ag | 4 | 0 | 0 | 3 | 4 | 4 | 3 | 2 | 1 | 2
TRHR enhancer | -6 | -1 | 3 | 18 | 6 | -4 | 0 | 9 | 4 | -4
D2 PAM | 0 | 16 | 6 | -3 | 5 | 19 | 6 | 0 | -24 | -27
RXFP1 antagonist | . | -6 | . | 14 | -18 | -6 | 12 | -4 | -2 | -3
TRHR ag | 1.3 | 0.0 | 0.0 | -0.9 | 0.2 | 0.3 | -1.5 | 0.1 | 0.1 | -0.3
D2 ag | 0.4 | -0.9 | -0.1 | 0.6 | -2.4 | -0.2 | -1.0 | 0.9 | -0.7 | 17
D1 PAM | -2 | -4 | -3 | 2 | -1 | 4 | 1 | -4 | -3 | -22

[31] O=C(NCc1cccc(Cl)c1)C1CCC(=O)N(CCCN2CCCC2=O)C1 (stereo not drawn)
[32] CCN(CC)S(=O)(=O)c1ccc(C)c(NC(=O)CN2CCN(Cc3ccccc3)CC2)c1
[33] COc1ccc(S(=O)(=O)NCc2cccn2Cc2cccc(C)c2)cc1Cl
[34] CN(Cc1cccc(F)c1)C(=O)c1ccc(NS(=O)(=O)c2ccc3[nH]c(=O)[nH]c3c2)cc1
[35] O=C1CCCC2=C1Sc1ccc(Cl)cc1N2
[36] CCOc1cc(NC(=O)C2CC2)c(OCC)cc1NC(=O)c1ccccn1
[37] CCOc1ccc(NC(=O)[C@@H]2CCC(=O)N2C2OC(=O)c3ccccc32)cc1 (stereo partly drawn)
[38] O=S(=O)(c1cccc(-c2nnc(SCc3ccc(Cl)cc3)o2)c1)N1CCCCC1
[39] CCN1CCN(CCC(=O)Nc2ccc(Br)cc2)CC1
[40] COc1ccc(C(=O)COC(=O)c2cccc(-n3cnnn3)c2)c(OC)c1
assay / entry | 31 | 32 | 33 | 34 | 35 | 36 | 37 | 38 | 39 | 40
D1 antagonist | -1 | 5 | -22 | 1 | 5 | -4 | -1 | 15 | 1 | 18
D2 antag | 7 | . | . | -8 | 17 | 3 | 17 | -13 | 3 | 7
D1 ag | 1 | 3 | 34* | 2 | 5 | 4 | 2 | 2 | 10 | 14
TRHR enhancer | 1 | 7 | -1 | 16 | 2 | -8 | 23 | -3 | -1 | -5
D2 PAM | 0 | . | 1 | -23 | -5 | -4 | -9 | 16 | -6 | 2
RXFP1 antagonist | 11 | -1 | . | 10 | -15 | 0 | . | -3 | -10 | -8
TRHR ag | 0.3 | -0.3 | -1.5 | 2.1 | 3.2 | 0.0 | -0.3 | 0.3 | -0.6 | -0.2
D2 ag | 0.6 | . | . | 0.1 | 0.8 | -0.7 | -0.3 | -0.9 | -0.3 | 0.2
D1 PAM | -1 | -2 | 0 | 6 | -3 | -6 | -6 | -8 | 2 | -5

[41] Cc1cc(SCc2ccccc2F)nc(=O)[nH]1
[42] Cc1ccc(-c2cc(C(=O)NCc3ccco3)c3ccccc3n2)s1
[43] Cc1ccc(-n2nc3c(c2NC(=O)c2cccs2)CSC3)cc1
[44] CCc1ccc(NCc2cc3cc4c(cc3n(CC(=O)Nc3ccc(F)cc3)c2=O)OCCO4)cc1
[45] C=C(C)COc1ccc(-c2[nH]ncc2Oc2ccccc2OC)c(O)c1
[46] Fc1ccc(-c2nnc3sc(C4COc5ccccc5O4)nn23)cc1 (stereo not drawn)
[47] COC(=O)Cc1c(C)c2ccc(OCc3nn[nH]n3)cc2oc1=O
[48] Cc1ccc(-n2c3c(cc(C(=O)NCCCN4CCOCC4)c2=O)C(=O)CC(C)(C)C3)cc1
[49] CCNc1nc(C)c(CN(C(C)=O)c2ccccc2)nc1C#N
[50] CC1CCCCN1S(=O)(=O)c1ccc2[nH]c(=O)cc(C(=O)NCCc3ccc(Cl)cc3)c2c1 (stereo not drawn)
[51] Cc1cc(C)cc(OCC(=O)Nc2ccc3c(c2)OCO3)c1
[52] N#Cc1cnn(Cc2ccccc2)c1/N=C/N1CCOCC1
assay / entry | 41 | 42 | 43 | 44 | 45 | 46 | 47 | 48 | 49 | 50 | 51 | 52
D1 antagonist | -3 | 18 | 11 | -9 | -27 | -2 | 0 | -7 | -12 | 26 | 10 | -3
D2 antag | 8 | -13 | -13 | . | -10 | 12 | 8 | 1 | -8 | . | -10 | 34*
D1 ag | -1 | 1 | 0 | 9 | 1 | 1 | -1 | 6 | 2 | 4 | 4 | 3
TRHR enhancer | -2 | 1 | -1 | 5 | -8 | -4 | -1 | 13 | 6 | -2 | -5 | 0
D2 PAM | 4 | 4 | -8 | 6 | 1 | 0 | 7 | -3 | 5 | 4 | -15 | .
RXFP1 antagonist | -5 | -15 | -22 | . | -10 | 5 | 14 | -11 | 14 | -10 | -7 | -1
TRHR ag | 0.1 | 0.2 | -0.4 | 8.8 | 0.1 | -1.6 | -0.2 | 0.5 | 0.1 | 0.1 | -2.9 | 0.8
D2 ag | 0.0 | -0.4 | 0.1 | 1.5 | 0.6 | -0.7 | 0.3 | 0.1 | 0.2 | 0.0 | -2.1 | 0.9
D1 PAM | -2 | -5 | 2 | -2 | -2 | -5 | -3 | -3 | -9 | 1 | 1 | -2

# From PubChem BioAssay

# An unsorted share of the library, and some 7.1% of all compounds hit somewhere here.
